KRASV12 cytotoxicity = cytotoxicity in KRAS-transformed pancreatic duct cells, primary screen, cell-based, fluorescence, HTS (AID 431). HPDE-C7K KRASV12 cells, Alamar Blue viability, 48 h; higher % means a stronger effect. cytotoxicity, % at 10 µM; hits with a dose series show EC50 in µM. 63,000 compounds, 1.7% hits;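 active means compounds whose percent cytotoxicity in the single-dose primary screen, scaled between solvent and toxic-drug controls, exceeds 50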;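 further: 0% = DMSO solvent wells and 100% = doxorubicin-treated wells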
LYP inhibition = LYP phosphatase inhibitors, primary screen, biochemical, DiFMUP fluorescence, recombinant catalytic domain, 10 µM (AID 606). Tyrosine-protein phosphatase non-receptor type 22 (Homo sapiens). recombinant LYP catalytic domain, DiFMUP fluorescence; higher % means a stronger effect. inhibition, % at 10 µM, or IC50 in µM where a hit was titrated. 52,000 tested, under 10 active;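 active means IC50 under 40 µM in the dose-response test; inactive means IC50 of 40 µM or more, or never dose-tested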
HT1080 cytotoxicity = cytotoxicity in HT1080 fibrosarcoma cells, cell-based, fluorescence readout (AID 620) | HT1080 viability, fluorescence; higher % means a stronger effect | cytotoxicity, % at 10 µM; hits with a dose series show EC50 in µM | 87,000 compounds, 0.42% hits;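 further: cells exposed to compound overnight then 4 h with Alamar Blue; 0% = vehicle DMSO and 100% = killing control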
Spn PMK inh = S. pneumoniae PMK inhibitors, primary screen, biochemical, mevalonate pathway, pilot trial included; 65,000 compounds, 0.49% hits; phosphomevalonate kinase (Streptococcus pneumoniae D39); inhibition, % at 10 µM; AID 539, 2006; purified PMK, PK/LDH-coupled NADH absorbance 340 nm;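 active means top-ranked compounds by inhibition in the single 10 µM screen, taking a fixed number of the strongest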;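 further: 0% = full reaction with DMSO carrier and 100% = background rate without enzyme reaction; no value below 0 was filed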
Bfl-1 displacement = Bfl-1 inhibitors, primary screen, biochemical, fluorescence polarization, FITC-Bid, mouse (AID 432). Bcl-2-related protein A1 (Mus musculus). FITC-Bid BH3 peptide fluorescence polarization displacement; higher % means a stronger effect. one-dose displacement, % at 20 µM; IC50 in µM for titrated hits. 64,000 compounds, 0.02% hits; in the data active means a potency from the dose series; inactive means the rest, 99 in 100 with displacement below about 15%; further: strong numbers were not always called active
HPDE-C7 viability = cytotoxicity in HPDE-C7 cells, cell-based, fluorescence, HTS (AID 430); 63,000 compounds, 1.8% hits; cytotoxicity, % at 10 µM, or EC50 in µM where a hit was titrated; HPDE-C7 pancreatic duct cells viability, fluorescence; higher % means a stronger effect;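 further: cells exposed to compound for 48 hours before viability readout; 0% = vehicle and 100% = reference cytotoxic drug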
Spn MK inh = S. pneumoniae MK inhibitors, primary screen, biochemical, PK/LDH-coupled NADH absorbance; mevalonate kinase [Streptococcus pneumoniae D39]; purified MK, PK/LDH-coupled NADH absorbance 340 nm; inhibition, % at 10 µM; 65,000 compounds, 0.48% hits;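 active means ranked among the strongest by inhibition in the single 10 µM screen, a fixed top-ranked set picked for dose follow-up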; further: no value below 0 was filed
Spn DPM-DC inh = S. pneumoniae DPM-DC inhibitors, primary screen, biochemical, PK/LDH-coupled NADH fluorescence. calls only at 10 µM. purified DPM-DC. 65,000 compounds, 0.49% hits. AID 556, 2006. diphosphomevalonate decarboxylase (Streptococcus pneumoniae D39);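 active means the 320 compounds with the highest percent inhibition in the single-dose primary screen, excluding strongly autofluorescent ones, cut at about 32% in these data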;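 further: kinetic rate of NADH fluorescence loss reporting ADP formed by the decarboxylase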
TNAP inhibition = human TNAP enzyme inhibitors, biochemical, luminescent (AID 518); Alkaline phosphatase, tissue-nonspecific isozyme (Homo sapiens); purified TNAP enzyme, luminescent substrate readout; higher % means a stronger effect; one-dose inhibition, % at 20 µM; IC50 in µM for titrated hits; 64,000 compounds, 0.09% hits; in the data active means a potency from the dose series; inactive means the rest, 99 in 100 with inhibition below about 22%;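 further: plate controls were vehicle for no effect and reference inhibitor for full effect; many of its hits are not listed in these tables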
Spn PMK inh pilot replicates = also measured in Spn PMK inh; calls as there; inhibition, %; measured here: pilot screen replicates
Spn MK inh pilot replicates = further read-out of Spn MK inh, marked with its call; inhibition, %; measured here: pilot screen replicates
Spn DPM-DC inh pilot screen % = further read-out of Spn DPM-DC inh, marked with its call; inhibition, %; measured here: pilot screen trials
* = called active by the depositor; i = inactive; nt = not tested or not shown. Unless noted, no stated cut-off is given here; in the data, active means cytotoxicity above about 50%; inactive means the rest.

SMILES	KRASV12 cytotoxicity	LYP inhibition	HT1080 cytotoxicity	Spn PMK inh	Bfl-1 displacement	HPDE-C7 viability	Spn MK inh	Spn DPM-DC inh	TNAP inhibition	others
O=C(Nc1cccnc1)c1cc2c(ccc3ccccc32)o1	-4.9%	nt	14.6%	6.0	8.8%	2.2%	6.0	i	8.2%	Spn PMK inh pilot replicates=0.0;Spn MK inh pilot replicates=0.0;Spn DPM-DC inh pilot screen %=8.0
COc1ccc(-c2noc(COc3ccc4c(c3)OCO4)n2)cc1	0.6%	-1.4%	1.2%	1.0	-0.6%	-0.5%	5.0	i	8.8%
COc1ccc2c(c1)cc1n2CCN2CCCN=C12	1.7%	nt	5.7%	10.0	-4.2%	-3.2%	11.0	i	8.4%
OCCN(Cc1ccccc1)Cc1cccc(F)c1	-6.8%	-2.2%	15.8%	0.0	-9.2%	-3.2%	45.0*	i	15.5%
CCCC(=O)NC(C)c1nc2ccccc2n1C (stereo unspecified)	-4.3%	nt	-2.4%	3.0	-3.4%	-7.8%	3.0	i	-2.0%
O=C(Nc1cc(C(F)(F)F)ccc1Cl)C1CCN(c2nnc(-n3cccc3)s2)CC1	-17.7%	nt	5.7%	13.0	-0.3%	-14.7%	3.0	i	9.6%	Spn PMK inh pilot replicates=3.5;Spn MK inh pilot replicates=0.0;Spn DPM-DC inh pilot screen %=3.5
CCOc1ccccc1C1C(C(=O)Nc2ccc(OC)cc2)=C(C)Nc2nc(CCCO)nn21 (stereo unspecified)	1.4%	0.3%	-1.9%	8.0	1.5%	-5.8%	9.0	i	16.3%	Spn PMK inh pilot replicates=0.5;Spn MK inh pilot replicates=1.0;Spn DPM-DC inh pilot screen %=0.0
COc1ccc(Cl)cc1C(=O)N(Cc1nc(-c2cccc(C)c2)no1)C(C)C	8.0%	-4.6%	0.4%	9.0	-2.2%	2.7%	3.0	i	5.7%
COCCN(CCOC)Cc1cc(=O)oc2cc3c(cc12)CCC3	4.8%	8.7%	-10.6%	14.0	-7.8%	3.2%	7.0	i	4.1%
CC1CC(=O)Nc2ccccc2S1(=O)=O (stereo unspecified)	1.2%	-9.6%	2.3%	18.0	-9.0%	11.2%	0.0	i	10.5%
O=C(CCCCCN1C(=O)c2ccccc2C1=O)NC1CCCC1	12.3%	11.5%	-2.9%	11.0	-11.0%	-4.3%	11.0	i	10.5%
Cc1ccc2[nH]c(=O)c(-c3nc4cc(C)ccn4c3NCc3ccco3)cc2c1	4.6%	15.9%	-1.5%	11.0	13.9%	-8.9%	0.0	i	14.7%
CC(C)COc1ccc(-c2nnc(-c3ccco3)o2)cc1	-3.2%	12.8%	0.1%	13.0	0.9%	-2.8%	10.0	i	10.3%
CCOc1ccc(OCC)c(NC(=O)C2CCN(S(=O)(=O)c3cccc4nonc34)CC2)c1	-4.1%	6.9%	nt	0.0	-0.8%	-21.1%	0.0	i	4.0%
COc1ccccc1NC(=O)C1=C(C)Nc2nnnn2C1c1ccccc1OC (stereo unspecified)	-14.4%	5.5%	1.6%	6.0	2.9%	-9.6%	8.0	i	3.6%	Spn PMK inh pilot replicates=2.5;Spn MK inh pilot replicates=3.5;Spn DPM-DC inh pilot screen %=0.0
Cc1nc2nc(Cc3ccccc3)nn2c(C)c1Cl	0.4%	4.3%	-0.8%	8.0	5.3%	0.7%	4.0	i	6.2%
N#CCCn1cnc2c(=S)nc[nH]c21	5.0%	6.1%	-6.8%	0.0	-5.7%	1.2%	10.0	i	10.4%
CCOCCCNC(=O)C1CCCN1C(=O)NC1CCCCC1 (stereo unspecified)	-11.3%	-1.9%	4.2%	13.0	2.9%	-8.4%	9.0	i	28.0%
O=C(Cn1cc(C(=O)c2cccs2)c2ccccc21)NCc1cccs1	10.3%	10.2%	-5.1%	9.0	-6.5%	2.8%	14.0	i	5.6%
CC(C)(C)C(=O)CNS(=O)(=O)c1ccc(S(=O)(=O)NC2CCCC2)cc1	-15.7%	nt	-4.0%	11.0	-4.1%	-12.3%	8.0	i	11.3%	Spn PMK inh pilot replicates=2.0;Spn MK inh pilot replicates=7.5;Spn DPM-DC inh pilot screen %=3.0
Clc1ccc(Cn2ncc3c(N4CCCC4)ncnc32)cc1	8.6%	7.3%	8.2%	5.0	-1.0%	6.0%	9.0	i	7.5%
O=S(=O)(NCCc1ccc2c(c1)OCCO2)c1cccs1	2.6%	nt	-2.3%	19.0	-3.3%	1.2%	7.0	i	21.3%
Cc1ccc(OCCCn2c(CO)nc3ccccc32)cc1	-9.7%	7.1%	9.8%	0.0	-6.7%	-2.7%	10.0	i	-1.1%
O=C(O)CC(C(=O)OCC1CCCO1)N1CCOCC1 (stereo unspecified)	-19.2%	nt	1.0%	8.0	6.2%	5.9%	3.0	i	6.4%
CCOC(=O)c1c(C)[nH]c(C(=O)Cn2nnc(-c3ccccc3)n2)c1C	0.6%	-19.9%	-2.1%	14.0	-7.8%	2.0%	0.0	i	5.1%
O=C1CC(N2CCN(c3ccccc3)CC2)C(=O)N1CCc1ccccc1 (stereo unspecified)	18.1%	0.5%	-5.9%	0.0	-4.2%	15.9%	1.0	i	9.5%
Cc1cc(NC(=O)CSc2nc(CCC3CCCC3)nc3ccccc23)no1	23.3%	-7.2%	0.4%	12.0	1.8%	-13.7%	11.0	i	20.2%	Spn PMK inh pilot replicates=4.0;Spn MK inh pilot replicates=4.0;Spn DPM-DC inh pilot screen %=0.5
O=C1Nc2ccc(S(=O)(=O)NCc3ccco3)c3cccc1c23	-2.5%	-0.9%	1.0%	0.0	-5.1%	-1.3%	1.0	nt	8.7%

Of the compounds above, 5 have a halogen:
SMILES	KRASV12 cytotoxicity	LYP inhibition	HT1080 cytotoxicity	Spn PMK inh	Bfl-1 displacement	HPDE-C7 viability	Spn MK inh	Spn DPM-DC inh	TNAP inhibition	others
OCCN(Cc1ccccc1)Cc1cccc(F)c1	-6.8%	-2.2%	15.8%	0.0	-9.2%	-3.2%	45.0*	i	15.5%
O=C(Nc1cc(C(F)(F)F)ccc1Cl)C1CCN(c2nnc(-n3cccc3)s2)CC1	-17.7%	nt	5.7%	13.0	-0.3%	-14.7%	3.0	i	9.6%	Spn PMK inh pilot replicates=3.5;Spn MK inh pilot replicates=0.0;Spn DPM-DC inh pilot screen %=3.5
COc1ccc(Cl)cc1C(=O)N(Cc1nc(-c2cccc(C)c2)no1)C(C)C	8.0%	-4.6%	0.4%	9.0	-2.2%	2.7%	3.0	i	5.7%
Cc1nc2nc(Cc3ccccc3)nn2c(C)c1Cl	0.4%	4.3%	-0.8%	8.0	5.3%	0.7%	4.0	i	6.2%
Clc1ccc(Cn2ncc3c(N4CCCC4)ncnc32)cc1	8.6%	7.3%	8.2%	5.0	-1.0%	6.0%	9.0	i	7.5%
